# aDG glyco act – alpha-DG glycosylation activation | Pro5-aDG cells, alpha-DG glycosylation AlphaScreen (IIH6); 0% Pro5, 100% B10-LARGE cell signal | activation, % at 10 µM | 360,000 compounds, 0.22% hits;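 active = activation of at least 8% versus controls, or a plate z-score of at least 8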;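 also: Pro5 are CHO cells carrying HIG-tagged alpha-DG that lacks glycosylation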
# MC4R barr agon – activates human MC4R beta-arrestin recruitment. P32245. activation, % at 8.9 µM. AID 540308. U2OS MC4R beta-arrestin complementation, luminescence; percent of melanotan II response, DMSO zero. 360,000 compounds, 0.98% hits;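 active = activation above a per-plate cutoff, the mean activation of sample wells on that plate plus 3 SD, cut at about 8% in these data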
# ABCB6 inh MLPCN – inhibitors of human ABC transporter ABCB6. K562-ABCB6 porphyrin accumulation, flow cytometry, 1 h; hits give low values. fluorescence ratio to DMSO, % at 10 µM. 360,000 compounds, 0.19% hits;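 active = fluorescence ratio to DMSO below 75%, the collection mean minus 3 SD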;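 also: signal is porphyrin accumulated inside mitochondria; 100% equals median channel fluorescence of DMSO control wells; lower ratio means ABCB6 inhibition with less porphyrin fluorescence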
# Target sequence (Q9NP58 whole entry, looked up): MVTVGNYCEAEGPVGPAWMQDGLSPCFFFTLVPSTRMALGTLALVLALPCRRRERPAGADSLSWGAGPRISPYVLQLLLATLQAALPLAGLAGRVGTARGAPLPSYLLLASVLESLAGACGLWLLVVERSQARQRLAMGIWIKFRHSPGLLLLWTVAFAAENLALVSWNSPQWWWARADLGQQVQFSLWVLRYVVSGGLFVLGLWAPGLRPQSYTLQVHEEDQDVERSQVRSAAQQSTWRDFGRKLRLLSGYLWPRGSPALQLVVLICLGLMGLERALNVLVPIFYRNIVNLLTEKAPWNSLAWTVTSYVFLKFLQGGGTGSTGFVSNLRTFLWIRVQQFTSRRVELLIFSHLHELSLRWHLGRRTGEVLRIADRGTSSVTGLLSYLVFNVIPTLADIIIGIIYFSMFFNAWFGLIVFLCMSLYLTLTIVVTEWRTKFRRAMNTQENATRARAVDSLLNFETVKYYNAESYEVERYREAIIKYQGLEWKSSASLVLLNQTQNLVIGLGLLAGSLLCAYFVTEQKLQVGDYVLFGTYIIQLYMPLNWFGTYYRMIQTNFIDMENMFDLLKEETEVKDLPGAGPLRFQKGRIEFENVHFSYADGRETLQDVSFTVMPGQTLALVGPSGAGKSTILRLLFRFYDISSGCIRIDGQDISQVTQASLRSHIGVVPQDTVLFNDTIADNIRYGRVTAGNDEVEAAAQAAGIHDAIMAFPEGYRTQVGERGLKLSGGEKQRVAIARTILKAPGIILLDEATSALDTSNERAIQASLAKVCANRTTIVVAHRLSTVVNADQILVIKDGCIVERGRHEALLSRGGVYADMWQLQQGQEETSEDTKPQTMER
# HTR2A ag – agonists of mouse serotonin 5-HT2A receptor (HTR2A). activation, % at 7.6 µM. CHO-K1 mHTR2A beta-arrestin complementation, luminescence; percent of 30 µM serotonin response. 360,000 compounds, 0.66% hits. AID 624169;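 active = activation above a run cutoff, the mean activation of all tested compounds plus 3 SD, cut at about 14% in these data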;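 also: 0% = plate median of compound wells and 100% = 30 µM serotonin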
# CaV13 ICDI inh – Disruptors of the CACNA1D IQ motif to Ca2+-dependent inactivation inhibitor domain association, primary screening, Förster resonance energy transfer in intact living … | HEK cells, CFP/YFP FRET ICDI-IQ, plate reader, 10 min; percent FRET-ratio fall versus neutral wells | inhibition, % at 12.3 µM | 340,000 compounds, 0.098% hits | AID 743397;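 active = mean replicate inhibition of at least 30% and at least 1% of replicates passing that level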;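 also: 0% = median of the neutral control wells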
# PDI turbidity – PDI (human) enzyme inhibition | P07237 | PDI insulin aggregation turbidity, A650, 90 min | inhibition, % at 10 µM | 350,000 compounds, 0.052% hits | AID 588391;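 active = mean inhibition across replicates of 30% or more, whatever share of single replicates reach that level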;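 also: absorbance from insulin aggregation driven by PDI reduction with DTT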
# H9c2 protect – protects H9c2 cardiomyocytes from peroxide injury; H2O2 injury protection, ATPLite, 2 h; protection from H2O2 cell death, % at 20 µM; 360,000 compounds, 0.63% hits; AID 588492;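 active = compounds giving at least 50% protection of heart cells from peroxide-induced death in the single-dose screen, raw or plate-pattern-corrected value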;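 also: 0% = DMSO wells with peroxide and 100% = DMSO wells without peroxide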
# Vif imaging – HIV Vif inhibition; HEK293T cells, Vif self-association by quenched fluorescence, imaging, 24 h; inhibition, % at 7.49 µM; 340,000 compounds, 0.35% hits; AID 602346; in the data active = inhibition above about 50%, passing the limit was not always enough; also: some results filed as inactive read as strong as hits
# N-glyco inh – N-linked glycosylation inhibition; D54 ERlucT glycosylation luciferase reporter, 24 h; percent of 100 nM tunicamycin response; 360,000 compounds, 0.23% hits; reporter increase, % at 12.5 µM;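 active = mean luciferase reporter signal, scaled so untreated is 0 and the glycosylation-blocking control 100, at or above a set limit in every replicate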;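 also: luciferase carries N-glycosylation sites so blocking glycosylation raises the light; 0% = median of neutral control wells and 100% = median of 100 nM tunicamycin wells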
# MC4R antagonist – blocks human MC4R cAMP signaling. MC4R-expressing cells, MTII-stimulated cAMP, LANCE TR-FRET. inhibition, % at 6.5 µM. 360,000 compounds, 0.48% hits. AID 540295;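 active = inhibition above its plate's cutoff, the mean of tested wells on that plate plus 3 SD, cut at about 29% in these data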;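 also: 0% = Melanotan II alone and 100% = Melanotan II plus saturating MCL0020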
#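 material = U2OS cells stably expressing human melanocortin 4 receptor (MC4R) | also added = Melanotan II challenge | dosing = single nominal compound dose of 6.5 µM | detection = TR-FRET with Eu-cAMP and labeled anti-cAMP, 671 nm | replication = singlicate | timing = compound 30 min, challenge 1 h, detection 1 h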
# * marks the source's active call; other numbers are inactive results; · = not tested or not shown.
# Values in the order: aDG glyco act	MC4R barr agon	ABCB6 inh MLPCN	HTR2A ag	CaV13 ICDI inh	PDI turbidity	H9c2 protect	Vif imaging	N-glyco inh	MC4R antagonist
O=C(CNC(=O)c1ccccc1F)OCC(=O)N1CCCCC1
→ 0.1	0.7	101	3	-4	17	2	0	0	3
COc1cc([N+](=O)[O-])cc(/C=N/NC(=O)c2cc(C)nc3ccccc23)c1O
→ 0.0	-0.8	97	-15	1	2	33	-16	2	7
CN(C)CCCn1c2c(c(SCC(=O)Nc3ccc4c(c3)OCCO4)nc1=O)CCCC2
→ 0.0	-0.1	99	1	-11	1	14	-16	0	-7
COc1ccc(NC2=Nc3cccc4cccc2c34)cc1
→ 0.4	-3.5	82	-5	-5	-7	-8	4	0	-9
COc1cc2[nH]c(=S)n(Cc3cccs3)c(=O)c2cc1OC
→ -0.1	-0.6	94	19*	-3	-2	10	-3	-3	6
CC(=O)Nc1ccc(S(=O)(=O)N(C)c2ccc(OCCOc3cccc(C)c3)cc2)cc1
→ -0.3	0.1	102	-6	-16	13	-7	-13	-3	11
O=C(Nc1ccc(Br)cc1F)c1ccc2c(c1)OCCO2
→ 0.1	-1.5	92	4	-8	3	-14	-5	-15	-3
CCOc1ccccc1N1CCN(Cc2cccc(OC)c2OC)CC1
→ 0.0	2.5	99	-1	-3	-5	6	2	-1	-1
O=C(NC(=S)N1CCCCCC1)c1cccc([N+](=O)[O-])c1
→ 0.4	-1.9	98	-4	-2	12	10	-4	3	4
Cc1ccc(-c2cnc(-c3ccccc3C(=O)O)o2)cc1
→ 0.0	-1.2	94	-6	-3	-2	1	26	-3	1
Cc1ccc(-c2csc(NCCn3c(C)nc4cc(C(F)(F)F)ccc43)n2)cc1
→ 0.0	-0.3	92	-3	2	2	-12	-9	4	8
O=C(OCC(=O)N1CCCC1=O)c1cc2ccccc2o1
→ 0.0	-0.6	96	-4	-3	-1	8	2	2	9
COc1ccc(NC(=O)c2ccc3c(c2)CCN3S(C)(=O)=O)cc1
→ -0.5	-1.6	94	9	-16	19	10	1	-1	-3
CN(C)c1ccc(/C=[N+](\[O-])C2SC(=S)N(C)C2(C)C)cc1 (centres undefined)
→ 0.4	-1.4	90	-3	·	10	5	9	4	6
O=C(N=C1SC2CS(=O)(=O)CC2N1c1ccccc1F)C1CCCCC1 (centres undefined)
→ -0.5	-1.4	102	4	-3	-8	3	7	-2	11
Cc1c(C)n(Cc2ccccc2)c2ccc(C(=O)OCCCN(C)C)cc12
→ 7.1	1.3	100	-4	-5	-4	-8	5	-8	2
CC1CCN(C(=O)CN2C(=O)C(=O)N(C(C)C)C2=O)c2ccccc2S1 (centres undefined)
→ -0.1	0.8	100	1	-3	-2	9	-7	0	8
O=C(NCc1c(Cl)cccc1Oc1ccccc1)c1ccccc1
→ 0.1	-0.9	98	0	-5	-1	-5	5	-4	8
O=C(CSc1nnc(COc2ccccc2)o1)N1CCCCC1
→ 0.0	0.5	98	-8	-4	-6	0	10	0	10
CC(=O)NC/C(C)=N\Nc1ccc([N+](=O)[O-])cc1
→ 0.0	-3.3	129	2	-4	-1	1	1	2	-2
CC(=O)Nc1cccc(-c2csc(NCc3ccco3)n2)c1
→ -0.1	-0.8	100	-3	-12	-4	7	-3	2	6
CCOc1ccc(/C=N/Nc2cc(N3CCOCC3)nc(C)n2)c(O)c1
→ 0.0	-1.0	101	-9	-20	-4	78*	-12	-5	4
COC(=O)C1CCN(c2cc(=O)n(-c3ccc(OC)cc3)c(=O)[nH]2)CC1
→ 0.0	-0.1	95	7	-7	·	11	-4	1	8
CCC1=Nc2cc(C(=O)N3CCCCC3)ccc2Sc2ccc(C)cc21
→ -0.2	-2.2	96	-6	-5	0	-4	7	-2	-1
Cc1noc(C)c1COC(=O)C1CCN(S(=O)(=O)c2c(Cl)cccc2Cl)CC1
→ 1.0	2.6	94	-3	-1	-1	-12	8	-1	5
O=[N+]([O-])c1ccc(CSc2ncnc3ccccc23)cc1
→ 0.0	-2.7	85	-3	-3	0	-3	-1	-3	9
NNc1ncnc2sc3c(c12)CCC3
→ -0.1	-2.3	102	-4	-2	1	14	-9	0	2
CCCCOc1ccc(NC(=O)C2CC=CCC2C(=O)O)cc1 (centres undefined)
→ -0.2	2.9	99	7	-11	4	5	-2	6	3
O=C(NC1CC1)c1ccc(-c2nc3ccccc3s2)s1
→ 0.2	-1.3	97	2	-6	-5	-31	·	-20	1
CC(CCc1ccccc1)NC(=O)CSc1nnnn1C (centres undefined)
→ -0.1	-1.8	94	0	-7	1	1	18	3	6
CCC1C(=O)N=C(SCC(=O)Nc2ccccc2)NC1=O (centres undefined)
→ 0.1	-1.9	80	-1	·	2	8	1	1	3
Cc1ccc(O)c(-c2cc(C(=O)Nc3ccc(S(=O)(=O)N4CC(C)OC(C)C4)cc3)[nH]n2)c1 (centres undefined)
→ 3.2	4.9	96	0	-4	-1	-24	-10	0	8
OCc1ccc(-c2nn(Cc3ccccc3)c3ccccc23)o1
→ -0.2	0.8	100	-5	-5	-4	-11	-5	-7	0
Nc1cc2ccncc2c2ccccc12
→ 0.6	0.2	97	3	-3	2	9	-9	-2	13
Cc1ccc(Cn2nnc3c(=O)[nH]c(C4CCN(S(=O)(=O)c5cc(C)ccc5C)CC4)nc32)cc1
→ 1.1	3.1	91	3	·	2	8	21	3	3
O=C(c1cccs1)c1coc2ccc(O)cc12
→ -0.3	-1.7	93	-2	-5	-5	2	24	3	-2
CC1(C(=O)NS(=O)(=O)C2CC2)CCN(C(=O)c2ccccc2OC(F)(F)F)C1 (centres undefined)
→ -0.5	0.0	98	-4	-9	7	3	·	2	15
CC(Oc1cccc(Cl)c1)C(=O)Nc1ccc(S(=O)(=O)N(C)C2CCN(C)CC2)cc1 (centres undefined)
→ 5.7*	0.9	101	-7	-2	4	-1	-3	-1	-5
O=C(Nc1c(Br)cc2c(c1Br)Cc1ccccc1-2)C(Cl)Cl
→ -0.2	0.6	99	0	-6	-3	-1	3	-1	25
Cc1onc(-c2c(F)cccc2Cl)c1C(=O)Nc1ccccc1N1CCOCC1
→ -0.1	-1.8	96	-1	-4	0	-2	0	-4	9
CCOC(=O)Cn1cc(C(=O)c2ccco2)c2ccccc21
→ -0.1	-2.4	98	-6	-8	-2	2	1	1	5
COc1ccc(CCNC(=O)c2nn(C)c3c2CS(=O)(=O)c2ccccc2-3)c(OC)c1
→ 0.0	-1.5	97	-1	-2	2	8	-5	-2	22
C#CCOCCOCCOCCNc1nc(N2CCN(C(=O)Cn3cc(CC(C)O)nn3)CC2)nc(N2CCN(C(=O)[C@H]([C@@H](C)O)n3cc(CCCCN)nn3)CC2)n1 (some centres undefined)
→ -0.1	0.7	100	11	-10	-4	6	-3	2	8
Cc1cc(N)c(NC2=CC(=O)CC(C)(C)C2)cc1C
→ 0.2	-0.8	116	-3	-7	-5	-4	16	1	-1
C=C1[C@H](C)CN[C@H]1CCO
→ 1.6	0.8	98	1	-3	12	15	13	1	-9
COC(=O)c1cc(-c2c(C)oc3cc(OC)ccc3c2=O)c(C)o1
→ 0.4	2.6	101	6	·	-3	-8	-9	3	13
COc1cccc(OCc2cc(C(=O)N(Cc3ccccc3)CC3CC3)no2)c1
→ 0.0	-2.4	95	-3	-7	8	-5	-2	-1	7
O=S(=O)(CS(=O)(=O)c1ccc(Cl)cc1)c1ccc(Cl)cc1
→ -0.1	0.4	96	3	-14	12	-2	6	0	21
Cc1c(=O)n(OCc2ccccn2)c2ccccc2[n+]1[O-]
→ 0.0	-2.6	145	-4	-4	-15	-1	4	1	-8
CC(=O)Nc1cccc(NC(=O)C2CCCN2C(=O)Nc2ccc(C)cc2)c1 (centres undefined)
→ -0.2	-0.1	99	-5	·	-3	1	6	2	1
O=C(COc1ccc(F)cc1)N1CCC(Cc2ccccc2)CC1
→ -0.3	-2.3	96	-2	·	6	-7	-5	-3	3
COc1ccc(S(=O)(=O)N(C)CC(=O)O)c2ccccc12
→ -0.2	-2.4	100	2	-5	-4	-3	10	2	1
Cc1ccc(/C=N/NC(=O)c2ccccc2OCc2ccc(F)cc2)o1
→ 0.0	1.3	102	-1	2	9	-4	-1	4	9
C[C@@H]1CN([C@@H](C)CO)C(=O)c2c(c3ccccc3n2C)-c2ccccc2CO[C@H]1CN(C)S(=O)(=O)c1ccc(C#N)cc1
→ 0.0	-0.4	93	12	-6	3	0	4	3	5
CCOC(=O)C(C)Sc1nnc(Cc2cc(=O)[nH]c(=O)[nH]2)n1-c1ccc(OCC)cc1 (centres undefined)
→ -0.1	-0.3	103	0	12	-23	3	19	0	3
COc1ccc(OC)c(S(=O)(=O)NCCS(=O)(=O)N2CCN(c3ccccc3)CC2)c1
→ -0.2	0.4	100	2	-3	-4	-6	11	0	12
O=C(C[C@@H]1C/C=C\CC[C@H](Cc2ccc(F)cc2)C(=O)OC[C@@H](Cc2ccccc2)NC1=O)NCCO
→ -0.3	0.2	100	2	-4	8	-14	·	-1	15
C#Cc1ccc(NC(=O)C2(C)CCN2C(=O)Cc2ccc(C(C)C)cc2)cc1 (centres undefined)
→ 0.2	-1.1	85	8	-6	5	-8	-20	-2	12
COc1ccc(NC2C=CS(=O)(=O)C2)c(OC)c1 (centres undefined)
→ -0.1	0.9	100	1	-8	2	-1	2	5	-6
CC1=C/C(=N\OS(=O)(=O)c2ccccc2)C=CC1=O
→ -0.3	0.4	92	11	·	-5	-31	·	10	20

# Next section
# Values in the order: aDG glyco act	MC4R barr agon	ABCB6 inh MLPCN	HTR2A ag	CaV13 ICDI inh	PDI turbidity	H9c2 protect	Vif imaging	N-glyco inh	MC4R antagonist
COc1ccc(S(=O)(=O)Nc2cc(C(=O)NCCCOC(C)C)ccc2N2CCOCC2)cc1
→ -0.1	-1.3	92	-7	-3	6	-3	5	-1	5
O=S1(=O)CCOC[C@H](c2ccccc2)N1Cc1ccccc1F
→ -0.3	-2.2	98	-1	-12	2	-7	0	-3	-5
COc1cc(Cl)ccc1OCc1cc(C(=O)N2CCCC(OC)C2)no1 (centres undefined)
→ 0.2	-3.5	97	4	·	-1	2	0	-4	-3
CN1CCN(/C=N/c2c(C#N)cnn2-c2ccccc2)CC1
→ 0.0	-0.1	94	-2	-5	2	7	0	-2	6
Cc1ccc([N+](=O)[O-])cc1NC(=S)NCCc1ccccc1
→ 2.3	-1.4	89	-1	·	1	-14	5	-2	3
CCN(CC)CCCNC(=O)c1cc(-c2ccccc2)c(N2CCCCC2)s1
→ -0.2	6.1	92	-11	-4	-3	3	19	-5	-3
CC(NC(=O)c1cccs1)c1nnc(SCc2ccc(Cl)cc2Cl)n1C (centres undefined)
→ 0.0	0.7	98	0	10	4	3	-3	6	21
O=C(CN1CCC(NC(=O)c2cccc(F)c2)CC1)NCc1cccs1
→ 0.0	1.1	95	-5	-5	-12	5	0	-2	-8

# Assay outcomes: PubChem, several laboratories
